# Screening data (PubChem BioAssay)
# AmpC det inh: AmpC beta-lactamase inhibition, detergent assay | purified AmpC, nitrocefin hydrolysis with detergent | P00811 | actives 0.09% (n = 71,000) | AID 584 | Potency, µM (series often up to 28.7 µM), for the others: at the highest dose activity change, negative = inhibition; active means well fitted curve in the direction sought with a large enough effect
# Target sequence (P00811 whole entry, looked up): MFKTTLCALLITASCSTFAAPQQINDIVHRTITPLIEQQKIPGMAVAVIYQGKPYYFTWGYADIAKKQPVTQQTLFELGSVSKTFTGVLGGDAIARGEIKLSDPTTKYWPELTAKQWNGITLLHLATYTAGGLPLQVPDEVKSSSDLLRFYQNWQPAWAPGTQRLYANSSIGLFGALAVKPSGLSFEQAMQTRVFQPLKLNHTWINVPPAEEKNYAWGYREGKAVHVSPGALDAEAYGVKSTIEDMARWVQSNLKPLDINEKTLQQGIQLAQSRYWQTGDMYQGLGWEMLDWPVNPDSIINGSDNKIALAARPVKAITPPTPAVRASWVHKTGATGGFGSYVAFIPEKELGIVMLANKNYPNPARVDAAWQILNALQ
#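 E. coli AmpC (5.3 nM) in 20 mM phosphate pH 7.0 with 0.01% Triton X-100, preincubated 15 min RT with compound; nitrocefin (2 uL of 800 uM stock) hydrolysis followed by 480 nm absorbance every 20 s over 4 min.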
# The depositor's hits bear a star; [ ] = remark or other dose. On the % scale 0 is the no-effect control and ±100 the full control effect; potency means the concentration at half of the fitted maximal effect.
SMILES,AmpC det inh
C=CCn1c(SCC(N)=O)nc(C)cc1=O,-1%
Cc1oc(-c2ccccc2F)nc1CS(=O)(=O)CC(=O)NCCN(C)C1CCCCC1,3%
O=c1c2c(nc3n1CCCCC3)-c1ccccc1CC21CCCC1,1%
CCOC(=O)c1cnc(-n2nc(C)cc2C)nc1Nc1cccc(C(C)=O)c1,2%
COc1cccc(NC(=O)Nc2nnc(N3CCCCC3C)s2)c1 (configuration not stated),12%
CC(C)(C)c1ccc(C(=O)/C=C2\NC(=O)CS2)cc1,-1%
CC(=O)C1=C(C)OC(N)=C(C#N)C1c1ccco1 (configuration not stated),-1%
O=S(=O)(Nc1ccc(N2CCOCC2)cc1)c1cccs1,-3%
CC(C)CC(C)Nc1ccc(Nc2ccccc2)cc1 (configuration not stated),8%
CS(=O)(=O)N(CC(=O)Nc1ccc2c(c1)OCCO2)c1ccc2c(c1)OCO2,-4%
N#Cc1c(NCCO)nc(NCc2ccccc2)c2c1CCN(Cc1ccccc1)C2,-2%
Brc1ccccc1CN1CCC(N2CCCCC2)CC1,6%
Cc1ccc(-c2cc(C(=O)NCCCn3ccnc3)c3cc(Br)ccc3n2)o1,-5%
Cc1cc(C)n2nc(C(=O)Nc3cccnc3)nc2n1,-3%
CC(=O)N1CC=CC1(CC(C)C)C(=O)NCc1ccc(C)o1 (configuration not stated),12%
Cc1cnc(NC(=O)CSc2nnc(-c3cccs3)n2C)s1,-2%
Cc1ccc(C(=O)N2CCN(c3ccccc3)CC2)cc1C,14%
Cc1cc(C)c(C#N)c(=N)o1,-3%
O=c1cc(N=Nc2ccc(O)cc2)[nH]c(=O)[nH]1,-4%[5.75 µM]
CCOC(=O)Nc1oc2ccccc2c(=O)c1CN1CCOCC1,-4%
O=c1[nH]c(SCc2cccc(Cl)c2)nc2c1CCCC2,-4%
Cc1cc(NC(=O)c2ccccc2NS(=O)(=O)c2c(C)c(C)cc(C)c2C)no1,-3%
CN1C(=S)SC(C)(C)C1/[N+]([O-])=C/c1cccnc1 (configuration not stated),13%
CCOC(=O)N1CCN(C(=O)Cc2cccs2)CC1,1%
O=C(Nc1c(C(=O)NCc2ccco2)cnn1-c1ccccc1)c1cccc(F)c1,4%
CC(C)N(CCO)C(=O)C(c1ccccc1)c1ccccc1,10%
O=C(c1ccc(NS(=O)(=O)c2cccc3cccnc23)cc1)N1CCOCC1,-8%
COc1ccc(-n2c(Cc3cccn3C)nnc2SCC(=O)NC2CCCC2)cc1,14%
COC(=O)CN1C(=O)COc2ccc(Cl)cc21,17%
CCOC(=O)c1ccc(NC(=O)C(CC)CC)cc1,9%
O=C(CCCSc1nc2ccccc2s1)NC1=NCCS1,-6%
Cc1ccc(NC(=O)CN2C(=O)COc3ccc(C)cc32)nc1,9%
O=C(Cn1c(=O)[nH]c2ccsc2c1=O)NC1CCCCC1,1%
COc1ccc(OC)c(NC(=O)CN2CCC(C(=O)c3ccc(C)cc3)CC2)c1,7%
Cc1ccc(NC(=O)Cn2c(=O)n(CCCCC(=O)NCc3ccco3)c(=O)c3ccccc32)cc1,12%
CCCN1CCN(C(=O)c2cccc3c2C(=O)N(CCOC)C3)CC1,5%
COc1ccc(OC)c(-c2cc(C(=O)Nc3cc(C)n(Cc4ccc(Cl)cc4)n3)no2)c1,-4%
Cc1ccc2c(c1)NC(=O)C(CC(=O)NCc1cccnc1)O2 (configuration not stated),10%
O=C1C(C=NCCCN2CCOCC2)=C(O)c2ccccc21,14%
O=C(CSc1nnc(SCc2ccc(Cl)cc2)s1)N1CCN(C(=O)c2ccco2)CC1,-5%
CC1C(O)=C(c2nc3ccccc3[nH]2)C(=N)N1c1ccccc1 (configuration not stated),-1%
COC(=O)c1ccc(C(NC(=O)OCc2ccccc2)/C(C)=C/[C@@H](C)C(=O)NCCO)cc1 (some centres not stated),15%
CC[C@]1(c2ccccc2)NC(=O)N(C)C1=O,-2%[12.8 µM]
Cc1cc(C(=O)OCC(=O)N(C)C2CCS(=O)(=O)C2)c(C)n1-c1ccccc1 (configuration not stated),-2%
Cn1c(NC(=O)c2cc(-c3ccc4c(c3)OCO4)nc3ccccc23)cc(=O)n(C)c1=O,-3%
O=C(CSc1nc(O)c(C2CCCCC2)c(=O)[nH]1)Nc1ccc(Cl)cc1,8%
O=C(Nc1ccc2c(c1)OCCO2)C1CCCN(S(=O)(=O)c2cccnc2)C1 (configuration not stated),12%
COc1ccc(CN2CCN(Cc3ccccc3)CC2)c(OC)c1,-1%
N=C1Sc2ccccc2C2=NCCCN12,-1%
COc1ccc(O)c(-c2cn[nH]c2-c2cccs2)c1,-2%
Cc1cc(C)nc(SCC(=O)N2CCOCC2)n1,8%
COc1cccc(-c2cc(C(=O)N3CCN(C(c4ccccc4)c4ccccc4)CC3)no2)c1,4%
COCC(C)NC(=O)c1cc(-c2ccccc2OC)on1 (configuration not stated),-6%
CCN(CC)S(=O)(=O)c1ccc2c(c1)nc(SCn1nnc3ccccc3c1=O)n2CC,1%
COc1ccc(OC)c(S(=O)(=O)NCc2cccnc2)c1,-4%
O=c1[nH]c2cc(Cl)cc(Cl)c2[nH]c1=O,9%
O=C(O)CCn1c(SCc2ccccc2)nc2ccccc21,-2%
O=c1[nH]c(=S)c2[nH]c(=O)n(-c3ccccc3)c2[nH]1,0%[5.75 µM]
CCCCCn1c(=O)[nH]c2cc(C(=O)O)ccc2c1=O,-4%
CC(C)CCNC(=O)CN(CC1CCCO1)C(=O)CCC(=O)Nc1nccs1 (configuration not stated),8%
# (cont.)
SMILES,AmpC det inh
Cc1nc2cnc(N3CCNCC3)nc2n(C)c1=O,-1%
c1ccsc1,12%
CCNc1nc(NCC)n2c(SCC(=O)O)nnc2n1,-1%
CCCOc1ccccc1Cn1c(=O)oc2ccc(C)cc21,11%
COC(=O)c1cc(OC)c(OC)cc1NC(=O)CC1CCCCC1,-3%
O=C1c2cccnc2C(=O)N1c1ccccc1-c1ccccc1,-4%
O=C(C[N+]12CN3CN(CN(C3)C1)C2)c1ccc(-c2ccccc2)cc1,-7%[5.75 µM]
CCc1c(C)nc2ncnn2c1N1CCCC(C(=O)NCc2ccco2)C1 (configuration not stated),7%
Nc1ccccc1NC1=CC(=O)CC(c2ccco2)C1 (configuration not stated),-4%
CCOc1ccccc1C1C(C#N)=C(N)Oc2cc(C)n(Cc3ccccn3)c(=O)c21 (configuration not stated),-2%
COC(=O)c1ccc(N2C(=O)CC(Sc3n[nH]c(C)n3)C2=O)cc1 (configuration not stated),-3%
O=C(Cn1c(=O)sc2ccccc21)Nc1nc2c(s1)CCCC2,7%
O=c1c(-c2cccs2)nc2cncnc2n1Cc1ccccc1,2%
CC(C)OCCCNc1nc2c(c(=O)n(Cc3ccccc3F)c(=O)n2C)n1C,-4%
Cc1cc(C(=O)COC(=O)C2=COCCO2)c(C)n1-c1ccc2c(c1)OCO2,-3%
Cc1oc(-c2ccccc2F)nc1CS(=O)CC(=O)NCc1ccc2c(c1)OCO2 (configuration not stated),12%
C=CCN1C(=O)C(C)(C)N(C(C)=O)c2ccccc21,0%
Cc1nn(-c2cccc(C(=O)O)c2)c(C)c1Oc1ccccc1O,-3%
Clc1ccc(Oc2nc(Oc3ccc(Cl)cc3)nc(N3CCOCC3)n2)cc1,-3%
CCOc1ccc2[nH]c(=O)c(CN(Cc3ccc(F)cc3)C(=O)c3ccco3)cc2c1,17%
COc1ccc(C2NC3=C(CCCC3)C(C#N)(C#N)C2(C#N)C#N)cc1 (configuration not stated),-3%
O=C(NCCOc1ccccc1)C1CCCN1C(=O)c1cccs1 (configuration not stated),3%
Cc1cc([C@](C)(N)C(=O)O)ccc1P(=O)(O)O,-1%
Cc1nc2ncnn2c(N2CCN(C(=O)c3cccc(F)c3)CC2)c1Cc1ccccc1,-3%
COC(=O)CSc1ncccc1-c1nc2ccccc2[nH]1,1%
CCn1c(SCC(=O)Nc2ccc(S(N)(=O)=O)cc2)nnc1-c1cccc(OC)c1,7%
O=C(C1CCC1)N1CCc2cc(S(=O)(=O)NCCN3CCN(c4ccccc4F)CC3)ccc21,-5%
Cc1cc(C(F)F)n2nc(C(=O)Nc3ccccc3Br)nc2n1,3%
Nc1c(O)cccc1C(=O)C[C@@H](N)C(=O)O,0%[12.8 µM]
Cc1cccc(Nc2ncc3c(n2)CC(C)CC3=O)c1 (configuration not stated),11%
Nc1ccc(Cl)cc1Cl,10%
COc1ccc(N=c2oc3c(OC)cccc3cc2C(=O)NCc2ccco2)c(OC)c1,2%
COc1ccccc1N1CCN(C(=O)N2CCOCC2)CC1,-1%
CC(=O)Nc1ccc(S(=O)(=O)N2CCN(C(C)CCc3ccccc3)CC2)cc1 (configuration not stated),1%
CCOc1ccccc1/C=c1\sc2ncnn2c1=O,-3%
COC(=O)N1CCC2(CCCN(Cc3ccccc3OC)C2)CC1,3%
COc1cccc(Cn2c(=O)c(-c3ccc(Cl)cc3)nc3cnc(N4CCN(C)CC4)nc32)c1,-3%
CCN1CCN(C(=O)C2CCN(Cc3nc(-c4cccc(Cl)c4)oc3C)CC2)CC1,9%
COC(=O)c1ccccc1NC(=O)C1CCCN(S(=O)(=O)c2ccccc2)C1 (configuration not stated),-1%
Cc1ccccc1Cn1c(CN2CCN(c3ccc(F)cc3)CC2)nc2c1c(=O)n(C)c(=O)n2C,-3%
O=C1CCC(=O)N1OCCCOc1ccc2c(c1)CCC2,-4%
C/C(=N\O)c1cccc[n+]1Cc1ccccc1,-6%[5.75 µM]
O=C1CN(C(=O)COC(=O)CCC(=O)c2ccc3c(c2)OCCO3)c2ccccc2N1,-3%
Cc1nn(-c2cccc(C(F)(F)F)c2)c(Cl)c1/C=N/n1cnnc1,-4%
Cc1ccccc1Cn1cc(S(=O)(=O)CC(=O)Nc2nccs2)c2ccccc21,-4%
Cn1c(=O)[nH]c(=O)c2c1nc(SCC(=O)O)n2CCc1ccccc1,12%
C1=C(c2ccccc2)CCN(c2nc3ccccc3n3cnnc23)C1,9%
NCCSSCCN,-3%[5.75 µM]

# In another format: entries from further up.
compound	AmpC det inh
O=C1CCC(=O)N1OCCCOc1ccc2c(c1)CCC2	-4%
C/C(=N\O)c1cccc[n+]1Cc1ccccc1	-6%[5.75 µM]
O=C1CN(C(=O)COC(=O)CCC(=O)c2ccc3c(c2)OCCO3)c2ccccc2N1	-3%
Cc1nn(-c2cccc(C(F)(F)F)c2)c(Cl)c1/C=N/n1cnnc1	-4%
Cc1ccccc1Cn1cc(S(=O)(=O)CC(=O)Nc2nccs2)c2ccccc21	-4%
Cn1c(=O)[nH]c(=O)c2c1nc(SCC(=O)O)n2CCc1ccccc1	12%
C1=C(c2ccccc2)CCN(c2nc3ccccc3n3cnnc23)C1	9%

# As a working copy, 2 of the compounds above:
SMILES,AmpC det inh
CCOc1ccccc1C1C(C#N)=C(N)Oc2cc(C)n(Cc3ccccn3)c(=O)c21 (configuration not stated),-2%
COC(=O)c1ccc(N2C(=O)CC(Sc3n[nH]c(C)n3)C2=O)cc1 (configuration not stated),-3%

# Remaining list, next part.
SMILES,AmpC det inh
CCOC(=O)Cn1c(CN(Cc2ccccc2)Cc2ccccc2)nc2c1c(=O)[nH]c(=O)n2C,-1%
Cc1cc(C)nc(SCc2nnc(SCC#N)n2-c2cccc(Cl)c2)n1,8%
CCc1ccccc1N(CC(=O)N1CCN(c2ccc(F)cc2)CC1)S(C)(=O)=O,-1%
O=C(c1cnccn1)N1CCC[C@@]2(CCN(c3cccc(-c4ccccc4)c3)C2)C1,-3%
CCCCN(C)C(=O)c1ccc2c(c1)N(CC)C(=O)c1ccccc1S2(=O)=O,9%
CCCCCCCCCc1ccc(O)cc1,-4%
CC(=NCc1cccnc1)c1c(O)n(C2CCCCC2)c(=O)[nH]c1=O,-1%
CCCc1cc(N2CCN(c3ccccn3)CC2)n2nc(C)c(-c3ccccc3)c2n1,15%
Cc1c(/C=N/n2cnnc2)c2ccccc2n1CCOc1ccc(Cl)cc1,5%
CC(=O)N1CCC2(CC1)CN(c1cccc(-c3ccccc3)c1)C2,1%
CCOc1ccc(NC(=O)N(C2CCCCC2)C(C)c2ccncc2)cc1 (configuration not stated),-2%
COc1ccc(N2CCN(CC(=O)Nc3ccc(-n4cnnn4)cc3)CC2)cc1,-2%

# Pulled by structure from the entries so far:
SMILES,AmpC det inh
Cc1c(/C=N/n2cnnc2)c2ccccc2n1CCOc1ccc(Cl)cc1,5%
CC(=O)N1CCC2(CC1)CN(c1cccc(-c3ccccc3)c1)C2,1%
Cc1cc(C)nc(SCc2nnc(SCC#N)n2-c2cccc(Cl)c2)n1,8%
CCCc1cc(N2CCN(c3ccccn3)CC2)n2nc(C)c(-c3ccccc3)c2n1,15%
CCOC(=O)Cn1c(CN(Cc2ccccc2)Cc2ccccc2)nc2c1c(=O)[nH]c(=O)n2C,-1%
COc1ccc(N2CCN(CC(=O)Nc3ccc(-n4cnnn4)cc3)CC2)cc1,-2%

# Further entries:
SMILES,AmpC det inh
CC(=O)Oc1ccc(Oc2ccc(-c3noc(C)n3)cc2)cc1,-1%
Cc1cc[c]([Sb]2[O][C@H]([C@H](O)[C@H](O)C(=O)O)[C@@H](CO)[O]2)cc1,-1%[5.75 µM]
O=C(O)Cn1cnc2scc(-c3cccs3)c2c1=O,-4%
Cc1ccc(OCC(=O)N2CCN(C(=O)CCC3CCCC3)CC2)cc1,-3%
CCN(CC)S(=O)(=O)c1ccc(C(=O)Nc2nnc(C(C)C)s2)cc1,13%
COc1ccc2nc(-n3c(C)ccc3C)sc2c1,-2%
Cc1ccc(CNC(=O)C2CCCN(c3nc4ccccc4o3)C2)cc1 (configuration not stated),2%
COc1ccc(NC(=O)COc2nc(N(C)C)nc(N(C)C)n2)cc1,-8%
COCCSc1ccccc1C(=O)NCC1CCCO1 (configuration not stated),1%
CN(C)C=NC(=O)/C(C#N)=C1\CCc2ccccc2N1,-4%
CCC(C(=O)Nc1ccccc1C(=O)N1CCCC1)N1C(=O)c2ccccc2C1=O (configuration not stated),-2%
CCN(CC)C(=O)COc1ccc2oc(C)c(C(=O)OC(C)C)c2c1,8%
CCN1CCN(C(=O)Cn2ncc3ccsc3c2=O)CC1,9%
CCOC(=O)c1ccc(NC(=O)Nc2c(C)nn(C)c2C)cc1,16%
COc1c(C)cccc1C(=O)Nc1cc(-c2nn3c(C)nnc3s2)ccc1C,8%
CCSc1nnc(NC(=O)C2CCCN(S(=O)(=O)c3cnc[nH]3)C2)s1 (configuration not stated),3%

# An excerpt, so the mix of outcomes need not match the whole.
